# Screening data deposited in PubChem BioAssay by several laboratories.
# NS3 helicase inh: inhibitors of HCV NS3 helicase, primary screen, biochemical, Cy5 molecular beacon fluorescence; Hepatitis C virus NS3 helicase; NS3 helicase DNA unwinding; inhibition, % at 10.9 µM; 290,000 compounds, 0.56% hits; AID 1800, 2009;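 active means inhibition above the mean of all tested compounds plus 3 SD, set per campaign, cut at about 35% in these data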;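 further: 0% = DMSO wells and 100% = thioflavine S control wells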
#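 Assay system: hepatitis C virus NS3 helicase domain fragment enzyme. Also added: annealed dual-labelled DNA beacon duplex, ATP-started. Timing: 1 h reaction at 25 °C, ATP-initiated. Technique: Cy5 fluorescence at 0 and 60 min, beacon hairpin quenching. Evaluation: % inhibition of unwinding. Replication: one well per compound.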
# CRFBP-R2 agonist: agonists of CRF-BP/CRF-R2 complex, primary screen, cell-based, HEK293, calcium dye fluorescence, uHTS; AID 588473, 2011; CRF-binding protein / CRF receptor 2 complex (human); calcium dye fluorescence (FLIPR); percent of saturating CRF peptide response; activation, % at 13.2 µM; 350,000 compounds, 0.46% hits;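 active means activation of at least 50%, plus an integration ratio under a set limit after plate pattern correction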;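 further: plate controls were neutral control wells without compound for no effect and CRF at EC100 for full effect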
# SUMO HTRF inh: inhibitors of in vitro SUMOylation cascade, primary screen, biochemical, HTRF, uHTS. SUMO-conjugating enzyme UBC9 (Homo sapiens), P63279. HTRF SUMOylation assay, SAE1/SAE2 + UBC9. inhibition, % at 35 µM. 290,000 compounds, 0.36% hits; in the data active means inhibition above about 50%, passing the limit was not always enough; further: strong numbers were not always called active
# Target sequence (P63279 whole entry, looked up): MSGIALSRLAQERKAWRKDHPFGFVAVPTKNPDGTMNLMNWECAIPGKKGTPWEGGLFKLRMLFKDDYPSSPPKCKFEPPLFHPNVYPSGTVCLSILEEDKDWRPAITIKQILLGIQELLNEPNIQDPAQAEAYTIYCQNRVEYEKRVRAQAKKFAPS
# CRFR2-BP antag: antagonists of CRF-BP/CRF-R2 complex, primary screen, cell-based, HEK293, calcium dye fluorescence, uHTS. 350,000 compounds, 0.59% hits. inhibition, % at 11.8 µM. CRF-induced calcium fluorescence;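 active means inhibition of the ligand-induced calcium signal above about 50% at the single tested concentration, limit read from the data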
# MEKK3 PB1 HTS: modulators of MEKK3-MEK5 PB1 binding, primary screen, biochemical, wildtype MEKK3, multiplex bead flow cytometry, Alexa488-MEK5; bead-based flow cytometry, Alexa488-MEK5 binding to MEKK3; actives lie on both sides; 0 = blocked by unlabeled MEK5, 100 = vehicle; binding response (% of control), % at 10 µM; 290,000 compounds, 1.4% hits; Mitogen-activated protein kinase kinase kinase 3 (Homo sapiens), Q99759; AID 1529, 2009;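 active means binding response more than 3 SD above or below the average of its plate-row segment, actives on both sides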;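 further: Alexa488 bead fluorescence after subtracting the streptavidin-only scavenger bead signal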
# Target sequence (Q99759 whole entry, looked up): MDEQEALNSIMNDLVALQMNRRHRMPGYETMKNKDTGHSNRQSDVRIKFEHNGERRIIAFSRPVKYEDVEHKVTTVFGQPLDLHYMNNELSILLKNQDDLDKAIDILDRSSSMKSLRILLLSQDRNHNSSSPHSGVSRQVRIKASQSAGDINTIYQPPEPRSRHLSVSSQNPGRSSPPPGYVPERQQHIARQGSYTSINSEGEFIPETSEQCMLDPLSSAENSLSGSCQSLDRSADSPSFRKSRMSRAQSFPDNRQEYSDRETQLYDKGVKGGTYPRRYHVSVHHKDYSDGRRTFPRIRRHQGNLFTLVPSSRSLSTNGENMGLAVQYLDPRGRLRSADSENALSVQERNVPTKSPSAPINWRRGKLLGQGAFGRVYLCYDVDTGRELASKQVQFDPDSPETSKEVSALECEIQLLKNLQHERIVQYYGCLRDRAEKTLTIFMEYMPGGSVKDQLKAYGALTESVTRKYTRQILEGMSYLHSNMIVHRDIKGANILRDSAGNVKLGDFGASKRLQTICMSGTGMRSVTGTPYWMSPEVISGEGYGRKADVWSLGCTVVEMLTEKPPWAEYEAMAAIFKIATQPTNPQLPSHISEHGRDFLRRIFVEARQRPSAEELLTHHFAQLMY
# DNA FID counter: compounds displacing fluorescent DNA intercalator, primary screen, artefact control for HCV NS3 helicase inhibitor project, biochemical, FID fluorescence; DNA fluorescent intercalator displacement; inhibition, % at 7.9 µM; 290,000 compounds, 0.17% hits; AID 1845, 2009; in the data active means inhibition above about 37%;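 further: 0% = vehicle and 100% = reference compound; higher means more ethidium bromide displaced from hairpin DNA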
# GalR3 antag: GalR3 antagonists in HEK293 cells, primary screen, cell-based, fluorescence readout; Galanin receptor type 3 (Homo sapiens), O60755; HEK293 GalR3-CNG cAMP membrane potential fluorescence; galR3 body fused to GalR1 C-terminus; inhibition, % at 3 µM; 360,000 compounds, 0.44% hits;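 active means inhibition above the screen-wide average plus 3 SD, cut at about 13% in these data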;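 further: forskolin and galanin both at EC90 stimulate the cells; cAMP rise reported by CNG channel membrane potential dye signal; 0% = forskolin plus galanin with DMSO and 100% = forskolin alone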
# MEKK2mut PB1 HTS: MEK5 binding signal on mutant MEKK2 PB1, primary screen, biochemical, multiplex bead flow cytometry, Alexa488-MEK5 | Alexa488-MEK5 binding to MEKK2 mutant | percent response, % at 10 µM | 290,000 compounds, 0.35% hits; in the data active means percent response above about 24%, passing the limit was not always enough; further: inactives centre near 1; some results filed as inactive read as strong as hits; reference of the scale not given here
# MEKK2wt PB1 HTS: modulators of MEK5 binding to wildtype MEKK2, primary screen, biochemical, multiplex bead flow cytometry, Alexa488-MEK5; binding response (% of control), % at 10 µM; AID 1531, 2009; Alexa488-MEK5 binding to MEKK2 WT; actives lie on both sides; 290,000 compounds, 1.1% hits; Mitogen-activated protein kinase kinase kinase 2 (Homo sapiens), Q9Y2U5; in the data active means binding response below about 67% or above about 130%
# The depositor's hits bear a star; nt = no result given; [ ] = another dose, or the depositor's remark.
SMILES,NS3 helicase inh,CRFBP-R2 agonist,SUMO HTRF inh,CRFR2-BP antag,MEKK3 PB1 HTS,DNA FID counter,GalR3 antag,MEKK2mut PB1 HTS,MEKK2wt PB1 HTS
CCOC(=O)C1CCN(C(=O)CN2C(=O)C(C(C)C)Oc3ccccc32)CC1 (centres undefined),1,-0.7,-9,-2,99,-31,-9,-8,97
O=C(c1ccc(Cl)c(S(=O)(=O)N2CCOCC2)c1)N1CCN(Cc2ccccc2)CC1,2,-1.4,1,14,108,-29,-3,7,96
Cc1cc(O)c(C(=O)/C=C/c2c(F)c(F)c(F)c(F)c2F)c(=O)o1,54*,9.2,26,-28,100,-16,-6,3,101
O=c1cnnc(Nc2cccc(C(F)(F)F)c2)[nH]1,-5,3.6,9,13,104,0,2,6,106
c1ccc(C(c2ccccc2)N2CCN(Cc3nc(-c4cnccn4)no3)CC2)cc1,-1,-1.0,7,-2,92,-31,5,-12,96
Nc1c(/C=C2/C=CC(=O)C(O)=C2)c(=O)nc2sc(CC(=O)N3CCCCC3)nn12,30,14,25,-21,96,-31,-6,-3,95
CCOC(=O)c1nn(-c2ccc(OC)cc2)c(=O)c2c(N)scc12,4,-1.0,7,7,101,1,-9,4,99
O=S(=O)(Nc1cccc(-c2nnco2)c1)c1ccc(Cl)cc1,1,-4.7,4,-5,102,-12,-6,2,103
Cc1ccc(C)c(S(=O)(=O)NCc2ccc(C(=O)N3CCN(c4ccccc4)CC3)cc2)c1,-8,2.6,-2,0,102,-50,-3,6,107
CCCCOC(=O)CSc1nnc(N)s1,-1,-3.5,-5,16,96,2,-8,3,101
Cc1ccc(C(=O)Nc2nnc(S(=O)(=O)Nc3ccccc3C)s2)cc1C,-3,-8.3,13,-26,102,-12,nt,1,98
O=C(Nc1ccc(S(=O)(=O)N2CCCC2)cc1)N1c2ccccc2Sc2ccccc21,4,-0.8,10,10,99,8,-3,0,91
COc1ccc(CN2CCN(C(=O)C3CC(=O)N(C4CCCCCC4)C3)CC2)c(OC)c1OC (centres undefined),-4,-1.7,-13,-6,97,-23,-5,3,100
O=C1[C@H]2[C@@H](c3ccc(F)cc3)N3C(=O)N(c4cccc(Br)c4)C(=O)[C@@]3(Cc3ccc(Cl)cc3)[C@H]2C(=O)N1C1CCCCC1,-8,8.5,-2,-25,102,-7,-8,0,98
Cc1c(N2C(=O)C(=O)/C(=C(/O)c3ccccc3)C2c2ccc(F)cc2)c(=O)n(-c2ccccc2)n1C (centres undefined),12,0.3,5,0,102,-44,-8,17,112
O=C(CCCC(=O)N(CC(=O)NC1CCCCC1)Cc1ccco1)Nc1ccccn1,-1,-1.4,13,21,100,-14,0,3,106
CCn1c(SCc2nc3scc(-c4ccccc4)c3c(=O)[nH]2)nnc1-c1ccc(Cl)cc1,0,1.3,1,-4,103,-1,2,-2,99
CC1CC(C)CN(CCC(=O)Nc2ccc3c(c2)CCC3)C1 (centres undefined),5,0.9,24,0,103,4,-7,5,105
Cc1ccc(S(=O)(=O)Oc2cccc(N3C(=O)C4CC=CCC4C3=O)c2)cc1 (centres undefined),-2,1.2,1,4,101,-4,-2,-2,94
O=[N+]([O-])c1ccccc1NCCOc1ccccc1,3,-6.8,-6,30,96,3,-1,-1,97
CCn1nnnc1SCC(=O)Nc1cccc(NC(C)=O)c1,-2,1.0,-5,2,96,-4,-4,-7,95
CC(C)CCC1(CCNC(C)c2cccs2)CCOC(C)(C)C1 (centres undefined),-14,2.0,-10,-39,102,20,-6,0,106
Cc1ccc(C)c(Nc2nc(-c3cccnc3)cs2)c1,-2,-0.2,1,-13,108,-33,-9,8,112
CC(=O)Nc1nc(C)c(C(C)=O)s1,-3,-1.8,-14,15,2.0*[inhibitor],-3,-3,-16,3.0*[inhibitor]
CC(C)(C)NC(=O)C1CC(=O)OC1(C)C (centres undefined),-3,0.0,-21,-3,98,-4,-3,0,101

# (further entries)
SMILES,NS3 helicase inh,CRFBP-R2 agonist,SUMO HTRF inh,CRFR2-BP antag,MEKK3 PB1 HTS,DNA FID counter,GalR3 antag,MEKK2mut PB1 HTS,MEKK2wt PB1 HTS
Cc1oc(-c2ccc(Cl)cc2)cc1C(=O)/C(C#N)=C/Nc1ccccc1,31,1.9,-7,4,86,-13,-1,-25,80
CCOc1ccc(-c2nnc(-c3cccs3)o2)cc1OCC,2,0.0,1,15,102,-11,3,3,106
O=C(Cc1c(Sc2ccccc2)c2ccccc2n1Cc1ccccc1)NCCO,-14,-1.4,21,-11,103,-25,-8,0,102
COc1cccc(C(=O)Nc2ccc3c(c2)C(=O)c2ccccc2C3=O)c1,1,-0.5,30,-3,106,-3,-2,-1,89
Cc1cc(C)c(NC(=O)c2ccc(CNS(=O)(=O)c3cc(C(F)(F)F)ccc3Cl)cc2)c(C)c1,36*,2.7,24,59*,130*,-23,-7,1,104
CCCN(CCC)C(=O)Cn1c(=O)n(CCCCC(=O)NCc2ccco2)c(=O)c2ccccc21,0,-1.9,-11,7,100,-8,-2,15,97
O=C(/C=C/c1ccc(Cl)cc1)N1CCN(Cc2ccccc2)CC1,-9,-2.1,-6,6,103,-25,-14,5,101
Cc1ccc(S(=O)(=O)/N=C2\CN(C)C(=O)N2C)cc1,-4,5.5,1,6,97,2,-3,-7,92
CCCn1c(SCC(=O)C(C)(C)C)nc2ccccc21,-22,-1.0,-10,10,97,-21,-6,-3,92
COc1ccc(OC)c(C2CC(=O)Nc3c2c(=O)[nH]c2ncnn32)c1 (centres undefined),13,6.7,8,-3,112,5,6,7,104
N#CC(C#N)=CN=c1ccn(Cc2ccc(Cl)cc2Cl)cc1,25,-1.5,11,2,105,4,-9,1,104
O=S1(=O)CCC(NC(=S)NCCNC(=S)NC2CCS(=O)(=O)C2)C1 (centres undefined),1,-0.8,-5,18,95,-5,7,0,103
O=c1ccnc(Nc2ccc(Cl)cc2)[nH]1,0,1.8,11,8,99,-6,-1,-3,97
CSc1nc(C(=O)N2CCCC(Nc3ccc(C)c(C)c3)C2)cs1 (centres undefined),-5,-1.6,17,-5,102,-42,-1,0,103
CCOC(=O)CNS(=O)(=O)c1cc(-c2nn(C)c(=O)c3ccccc23)ccc1C,-3,1.2,-5,0,97,-11,-4,0,98
N#C[C@]1(S(=O)(=O)c2ccccc2)C[C@@H]2ON=C(c3cccc(Br)c3)[C@@H]2C1,4,1.5,-5,-4,100,-5,0,-5,91
COc1cc2c(cc1OC)C(c1ccccc1)=NCC2,0,0.4,21,14,108,3,8,3,106
CC(=O)c1cccc(N2C(=O)Nc3ccccc3N2O)c1,-1,-1.2,4,8,100,-3,-6,-13,90
Cc1ccc(-n2ncc3c(N4CCC5(CC4)OCCO5)ncnc32)c(C)c1,-1,0.8,3,-13,107,-20,1,17,115
c1ccc(-c2cc(N3CCOCC3)nc3ccccc23)cc1,3,-3.2,24,-24,97,-1,-4,-1,103
Cc1ccc(C(=O)NCC(=O)Nc2ccncc2)cc1C,4,0.6,5,8,99,-3,0,-5,99
CCn1cc(C2=NC(c3ccccc3)CO2)c2ccccc21 (centres undefined),-16,-0.2,3,18,111,-1,nt,11,97
C=CCn1c(COC)nnc1SCC(=O)c1ccc(F)cc1,-1,0.7,15,3,80,-3,-6,-6,86
CCOC(=O)C1CCCN(c2c(C(=O)c3ccccc3)cnc3ccccc23)C1 (centres undefined),-15,0.5,-12,-25,100,-36,-5,10,105
CCOC(=O)/C(C)=C1\NC(C)(C)Cc2ccccc21,4,-0.5,-6,9,96,0,-4,-3,96

# (listing goes on)
SMILES,NS3 helicase inh,CRFBP-R2 agonist,SUMO HTRF inh,CRFR2-BP antag,MEKK3 PB1 HTS,DNA FID counter,GalR3 antag,MEKK2mut PB1 HTS,MEKK2wt PB1 HTS
Cc1cc([N+](=O)[O-])ccc1NCc1ccco1,-4,-0.3,7,59*,102,4,-8,-6,99
Cc1cccc(OCCCn2ccnc2)c1,4,0.3,8,-6,101,-2,-8,6,103
C=CCNc1nc(Cl)nc(NC2CCCCC2)n1,-7,-1.3,5,-12,106,-8,-4,4,107
CCOC(=O)N1CCC(NC(=O)c2ccc(CS(=O)(=O)c3c(Cl)cccc3Cl)o2)CC1,10,-1.5,-6,5,82,-21,2,-5,86
O=C(O)c1ccccc1-c1ccccc1C(=O)Nc1cccc(Br)c1,12,0.2,16,3,107,-23,-4,0,100
COc1cccc2cc(C(C)=O)c(=O)oc12,5,-0.3,18,0,98,0,-4,3,98
CCc1cc(=O)oc2c3c(cc(OCC(=O)NCc4ccco4)c12)OC(C)(C)CC3,17,-0.1,24,8,98,-26,nt,-4,93
Cc1ccc2[nH]c3c(Cl)ncnc3c2c1,10,-0.1,28,-7,76,0,-5,-26,79
CC1(C)Cc2c(sc3c2C2=NCCN2C=N3)CS1,0,0.6,5,21,97,-1,0,-5,98
Cc1cc(=O)[nH]c(N/N=C/c2ccc(OC(=O)c3ccco3)cc2)n1,-3,-0.9,4,6,107,-1,-2,-1,106
Cn1c(CCNC(=O)C2CCCCC2)nc2cc([N+](=O)[O-])ccc21,2,-2.2,-5,7,103,-1,-8,7,105
COc1ccc(-c2nc3c(c(=O)[nH]c(=O)n3Cc3ccccc3)n2C)cc1,-1,0.5,6,-10,99,-3,-2,13,102
CCNC(=O)C1CC(=O)N(CCCc2ccccc2)C(=Nc2ccccc2)S1 (centres undefined),8,-0.5,-4,0,111,-4,0,9,108
Cc1ccc(C(=O)N/N=C\C=C\c2ccc(Br)cc2)cn1,0,8.1,14,-23,102,-9,-4,7,102
CCCCNC(=O)C(CC)Sc1nc2sc(C(=O)OC)c(C)c2c(=O)n1N (centres undefined),5,-1.6,20,31,98,-3,-2,-3,99
COc1ccccc1NC(=O)Cn1c(O)c(N=NC(=O)c2ccccc2O)c2ccccc21,1,-2.7,nt,22,95,14,-3,-5,93
CCCNC(=O)COC(=O)c1ccc(Cl)c(S(=O)(=O)N2CCCC2)c1,-5,-1.4,-1,3,106,-7,-5,7,114
CCCCCC(NC(=O)C1CCN(C(=O)[C@@H](NS(=O)(=O)c2ccc(C)cc2)C(C)C)CC1)C(=O)O (some centres undefined),-4,-2.0,24,4,98,-31,-8,0,98
CC(=O)c1ccc(NC(=O)Nc2ccc(NS(=O)(=O)c3ccc(C)cc3)cc2)cc1,-14,2.4,-28,-21,116,-13,-3,14,132

# Not all compounds are listed. The share of hits here may be higher or lower than overall.
